GLP1R inv ag – GLP-1 receptor (human) inverse agonism; P43220; HEK293 GLP-1R CRE-luciferase, luminescence, 24 h; GLP-1R form is constitutively active; Potency, µM (series often up to 38.3 µM), for the others: at the top dose activity change, negative = inhibition, actives largely listed as inhibitors; 410,000 compounds, 1.6% hits; note: potency is the fitted concentration of half-maximal effect; % is set by controls: 0 for no effect and ±100 for the full control effect; nearly all actives have a fitted effect of over 55% in size
Target sequence (P43220 whole entry, looked up): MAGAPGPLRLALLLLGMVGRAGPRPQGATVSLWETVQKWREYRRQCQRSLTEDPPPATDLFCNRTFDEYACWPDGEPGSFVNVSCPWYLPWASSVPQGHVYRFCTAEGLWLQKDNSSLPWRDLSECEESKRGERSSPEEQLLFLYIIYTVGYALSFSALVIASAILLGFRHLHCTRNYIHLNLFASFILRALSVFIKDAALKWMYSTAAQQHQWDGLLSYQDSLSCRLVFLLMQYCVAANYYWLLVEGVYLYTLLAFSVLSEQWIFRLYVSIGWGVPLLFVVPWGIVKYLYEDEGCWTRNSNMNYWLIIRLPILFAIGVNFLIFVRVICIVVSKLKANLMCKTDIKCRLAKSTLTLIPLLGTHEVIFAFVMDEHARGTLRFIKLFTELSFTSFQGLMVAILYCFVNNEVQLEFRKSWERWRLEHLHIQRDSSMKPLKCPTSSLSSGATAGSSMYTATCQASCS
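Using stably transfected HEK293 (constitutively active GLP-1R, cAMP-luciferase reporter), compounds were incubated 24 hr and luciferase measured by luminescence.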
IL2 activator – activates IL-2 in a cell-based reporter assay; activation, % (series mostly up to about 46 µM); 360,000 compounds, 0.065% hits; IL-2 activation reporter assay, cell-based qHTS; stimulated with anti-CD3/CD4/CD28 beads; in transgenic mouse T cells; in the data active = activation above about 50%; inconclusive = mostly about 30% to 49%; note: 0% is about no effect
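Unstimulated transgenic mouse T cells; 60-min compound exposure; bead-based TCR/CD4/CD28 stimulation; 18 h culture, 37 degrees C; dual fluorescence (EGFP, DsRed) plate cytometry.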
PI5P4K alpha inh – inhibitors of human PI5P4K alpha; 330,000 compounds, 1.2% hits; P48426; max response, %; PI5P4Kalpha enzyme, ADP-Glo luminescence, 60 min; active compounds read low; active = max response of -50% or lower; inconclusive = between -30% and -50%; inactive = -30% or higher; note: value at the top dose of about 77 µM; % is set by controls: 0 for no effect and ±100 for the full control effect
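Enzyme plus substrate dispensed, test compounds pinned in, then ATP (5 microM final) added. After 60 min at RT, ADP-Glo reagent 1 for 45 min and reagent 2 for 30 min preceded luminescence imaging.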
WRN inhibitor – inhibitors of human WRN helicase; 360,000 compounds, 0.46% hits; WRN helicase unwinding, fluorescent forked duplex, kinetic; AID 651768; Q14191; Potency, µM (titrated, usually from 114 µM), for inactives: top-dose activity change, negative = inhibition, actives largely listed as inhibitors; note: potency is the fitted concentration of half-maximal effect; % is set by controls: 0 for no effect and ±100 for the full control effect; nearly all actives have a fitted effect of over 55% in size
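Kinetic fluorescence helicase assay: unwinding of a quenched forked DNA duplex (100 nM final) with 2 mM ATP final raises red fluorescence (525/598 nm). Compounds sat 15 min at room temperature with 20 nM WRN beforehand.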
DRD3 antagonist – D3 dopamine receptor (human) antagonism. P35462. D3R cells, DiscoveRx beta-arrestin luminescence, antagonist mode; active compounds read low. max response, negative = inhibition, %. 360,000 compounds, 2.5% hits; in the data active = max response below about -50%; inconclusive = no clear call, values can overlap the other calls; note: % is set by controls: 0 for no effect and ±100 for the full control effect; mostly tested at two doses, the higher about 12 µM
Target sequence (P35462 whole entry, looked up): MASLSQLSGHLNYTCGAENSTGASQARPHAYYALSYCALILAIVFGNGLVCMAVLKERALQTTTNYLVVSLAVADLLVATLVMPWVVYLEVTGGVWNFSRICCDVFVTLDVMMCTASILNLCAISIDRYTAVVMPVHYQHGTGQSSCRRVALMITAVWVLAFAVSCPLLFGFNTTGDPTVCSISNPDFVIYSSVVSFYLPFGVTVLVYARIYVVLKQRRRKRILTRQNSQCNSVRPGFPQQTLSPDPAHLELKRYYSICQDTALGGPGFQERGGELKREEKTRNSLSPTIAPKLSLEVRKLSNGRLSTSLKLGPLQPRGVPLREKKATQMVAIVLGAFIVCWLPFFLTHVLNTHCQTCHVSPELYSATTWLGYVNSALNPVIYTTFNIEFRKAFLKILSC
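Cells expressing the human receptor were seeded at 1500 cells/well, incubated overnight at 37 degrees C in 5% CO2, then exposed to library compounds with dopamine controls for 90 minutes at 37 degrees C before luminescent detection.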
D3 ag – activates the human D3 dopamine receptor. P35462. D3R DiscoveRx beta-arrestin cells, luminescence, 90 min. max activation, %. 410,000 compounds, 0.58% hits; in the data active = max activation above about 30%; note: 0% is about no effect; mostly tested at two doses, the higher about 12 µM
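Agonist-mode cell screen: cells plated at 1500/well and incubated overnight at 37 °C, then exposed to library compounds for 90 min at 37 °C. Detection reagent was added for 30–60 min at room temperature, and luminescence was read.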
PLK1 PBD inh – inhibitors of human PLK1 polo-box domain binding; P53350; Plk1 PBD binding of FITC phosphopeptide, fluorescence polarization; Potency, µM, for the others: max response, negative = inhibition, usual class: inhibitors; 360,000 compounds, 2.8% hits; AID 720504; note: potency is the fitted concentration of half-maximal effect; series mostly up to about 57 µM; % is set by controls: 0 for no effect and ±100 for the full control effect; nearly all actives have a fitted effect of over 65% in size
HEK293 tox – cytotoxic in the GLP-1 receptor inverse agonist counter-screen; HEK293 cAMP-luciferase reporter cells, luminescence, 24 h; Potency, µM (highest dose often 38.3 µM), for the others: top-dose activity change, negative = inhibition, usual class: inhibitors; 410,000 compounds, 0.13% hits; AID 624418;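 note: loss of luciferase light is scored as toxicity; potency is the fitted concentration of half-maximal effect; % is set by controls: 0 for no effect and ±100 for the full control effect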
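A 23 nL compound transfer followed 12 hours of cell culture at 37 deg C; exposure then lasted 24 hr. Luciferase assay detection reagent was dispensed and plates read for luminescence after a 12 min room-temperature wait.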
GLP-1R agonist – activates the human GLP-1 receptor; P43220; HEK293 GLP-1R CRE-luciferase, luminescence, 4-6 h; cells express a hypersensitive GLP-1R form; Potency, µM (titrated, usually from 45.6 µM), without a hit: at the highest dose activation, most hits filed as activators; 380,000 compounds, 0.007% hits; note: potency is the fitted concentration of half-maximal effect; % of control where 0% means no effect
* = called active by the depositor; & = joins results of further samples; [ ] = remark or other dose. Unless noted, calls come from the whole dose curve; as a rule, active = well fitted curve in the direction sought with a large enough effect; inconclusive = small, poorly fitted or top-dose-only effect, or another doubt; inactive = no such curve, though single readings can be large; an effect the other way counts as inactive or inconclusive. Compounds as they come (roughly 7.8% active in at least one column).

Results for O=C(COC(=O)c1ccccn1)Nc1cccc2ccccc12 ?
GLP1R inv ag: -7%[0.307 µM]; IL2 activator: -0.8; PI5P4K alpha inh: 9; WRN inhibitor: 0%; DRD3 antagonist: 7; D3 ag: -6; PLK1 PBD inh: -1%; HEK293 tox: 3%[0.307 µM]; GLP-1R agonist: 5%

How did CCOC(=O)C1CSC(CC(=O)Nc2ccc(Cl)c(Cl)c2)C(=O)N1 (stereo unspecified) do in these assays?
GLP1R inv ag: inconclusive; IL2 activator: -2.1; PI5P4K alpha inh: -1; WRN inhibitor: 5%; DRD3 antagonist: -20; D3 ag: 0; PLK1 PBD inh: -12%; HEK293 tox: -19%; GLP-1R agonist: -10%

Results for O=c1oc2c3c4c(cc2c2c1CCC2)OCCN4CCC3 ?
GLP1R inv ag: 57%[activator]; IL2 activator: -2.3; PI5P4K alpha inh: -5; WRN inhibitor: inconclusive; DRD3 antagonist: inconclusive; D3 ag: -1; PLK1 PBD inh: -28%; HEK293 tox: inactive; GLP-1R agonist: 4%

Results for Cc1nn(C)c(C(=O)NC2C3CC4CC(C3)CC2C4)c1Cl (stereo unspecified) ?
GLP1R inv ag: inconclusive; IL2 activator: -3.1; PI5P4K alpha inh: -4; WRN inhibitor: 7%; DRD3 antagonist: -25; D3 ag: -8; PLK1 PBD inh: -11%; HEK293 tox: -5%; GLP-1R agonist: 14%

How did CC(Sc1nnc(Cc2cccs2)n1C1CCCCC1)C(=O)N1CCc2ccccc21 (stereo unspecified) do in these assays?
GLP1R inv ag: inconclusive; IL2 activator: -0.5; PI5P4K alpha inh: 9; WRN inhibitor: -11%; DRD3 antagonist: inconclusive; D3 ag: 2; PLK1 PBD inh: 2%; HEK293 tox: -19%; GLP-1R agonist: 1%

How did Cc1ccc(NC(=O)Nc2ccc(F)c(Cl)c2)cc1 do in these assays?
GLP1R inv ag: inconclusive; IL2 activator: -0.2; PI5P4K alpha inh: 4; WRN inhibitor: -6%; DRD3 antagonist: -19; D3 ag: 5; PLK1 PBD inh: -4%; HEK293 tox: -9%; GLP-1R agonist: 0%

Results for O=C(Nc1cccnc1)c1ccc([N+](=O)[O-])o1 ?
GLP1R inv ag: 25%; IL2 activator: 2.5; PI5P4K alpha inh: -1; WRN inhibitor: 8%; DRD3 antagonist: 0; D3 ag: -11; PLK1 PBD inh: -19%; HEK293 tox: -13%; GLP-1R agonist: -1%

What do the screens show for `Cc1ccccc1C1NC(=O)Cc2ccccc21` (stereo unspecified)?
GLP1R inv ag: inconclusive; IL2 activator: 0.3; PI5P4K alpha inh: 1; WRN inhibitor: 1%; DRD3 antagonist: 25; D3 ag: 3; PLK1 PBD inh: -3%; HEK293 tox: 15%; GLP-1R agonist: -7%

What do the screens show for `O=C1NC(=O)C(=Cc2ccc(Cl)c(Cl)c2)S1`?
GLP1R inv ag: -19%; IL2 activator: -0.3; PI5P4K alpha inh: -26; WRN inhibitor: -1%; DRD3 antagonist: 24; D3 ag: 15; PLK1 PBD inh: -18%; HEK293 tox: -9%; GLP-1R agonist: 6%

What do the screens show for `Cc1ccc(N/C=C/C(=O)c2ccco2)c(O)c1`?
GLP1R inv ag: -2%; IL2 activator: 0.8; PI5P4K alpha inh: -9; WRN inhibitor: -9%; DRD3 antagonist: -17; D3 ag: -1; PLK1 PBD inh: 1%; HEK293 tox: -14%; GLP-1R agonist: -5%

What do the screens show for `COc1cccc(CNC(=O)c2ccccc2-c2ccccc2)c1`?
GLP1R inv ag: inconclusive; IL2 activator: 0.9; PI5P4K alpha inh: 0; WRN inhibitor: 0%; DRD3 antagonist: 21; D3 ag: 20; PLK1 PBD inh: 2%; HEK293 tox: -5%; GLP-1R agonist: -4%

How did Cc1nc(-c2cccc(NC(=O)Cc3ccccc3)c2)cs1 do in these assays?
GLP1R inv ag: inconclusive; IL2 activator: -2.9; PI5P4K alpha inh: 1; WRN inhibitor: 5%; DRD3 antagonist: -12; D3 ag: -14; PLK1 PBD inh: -9%; HEK293 tox: 12%; GLP-1R agonist: 10%

How did Cc1ccc(NC(=O)C(=O)NCCN2CCN(Cc3ccc([N+](=O)[O-])cc3)CC2)cc1 do in these assays?
GLP1R inv ag: 5%; IL2 activator: -0.4; PI5P4K alpha inh: 2; WRN inhibitor: 2%; DRD3 antagonist: inconclusive; D3 ag: -7; PLK1 PBD inh: -2%; HEK293 tox: 11%; GLP-1R agonist: 1%

What do the screens show for `CCN(CC)CC(=O)Nc1c2c(nc3ccccc13)N(C)CC2`?
GLP1R inv ag: -9%; IL2 activator: 0.7; PI5P4K alpha inh: -11; WRN inhibitor: -28%; DRD3 antagonist: -21; D3 ag: -10; PLK1 PBD inh: -9%; HEK293 tox: 1%; GLP-1R agonist: 1%

What do the screens show for `CCC(C)(C)C1CCc2[nH]nc(C(=O)NC3CCCCC3)c2C1` (stereo unspecified)?
GLP1R inv ag: inconclusive; IL2 activator: -2.4; PI5P4K alpha inh: 5; WRN inhibitor: -7%; DRD3 antagonist: -62*; D3 ag: -44; PLK1 PBD inh: -7%; HEK293 tox: 11%; GLP-1R agonist: 5%

What do the screens show for `O=C(CN1C(=O)COc2ccccc21)N(Cc1cccnc1)Cc1ccccc1F`?
GLP1R inv ag: 0%; IL2 activator: -2.6; WRN inhibitor: 11%; DRD3 antagonist: 21; D3 ag: 6; PLK1 PBD inh: -9%; HEK293 tox: -14%; GLP-1R agonist: -3%

What do the screens show for `COCCNS(=O)(=O)c1ccc(OCC(=O)N2CCc3ccccc3C2)c(Cl)c1`?
GLP1R inv ag: -11%; IL2 activator: 0.2; PI5P4K alpha inh: 0; WRN inhibitor: -6%; DRD3 antagonist: 4; D3 ag: -3; PLK1 PBD inh: 4%; HEK293 tox: -23%; GLP-1R agonist: -3%

Results for Cn1c(=O)c(=O)n(C)c2cc(S(=O)(=O)CCC(=O)Nc3cccc(C(F)(F)F)c3)ccc21 ?
GLP1R inv ag: 11%&-10%; IL2 activator: -2.8; PI5P4K alpha inh: -3; WRN inhibitor: -1%; DRD3 antagonist: -1; D3 ag: -2&-14; PLK1 PBD inh: -11%; HEK293 tox: -2%&-8%; GLP-1R agonist: -2%

How did CCOC(=O)N1CCN(C(=S)Nc2cc(S(=O)(=O)N3CCOCC3)ccc2Cl)CC1 do in these assays?
GLP1R inv ag: inconclusive; IL2 activator: -3.9; PI5P4K alpha inh: 2; WRN inhibitor: -3%; DRD3 antagonist: 1; D3 ag: 21; PLK1 PBD inh: -20%; HEK293 tox: -17%; GLP-1R agonist: -1%

What do the screens show for `CC(C)(C)N(NS(=O)(=O)c1ccc(F)cc1)c1ccccc1`?
GLP1R inv ag: 8%; IL2 activator: -3.2; PI5P4K alpha inh: 11; WRN inhibitor: -18%; DRD3 antagonist: inconclusive; D3 ag: -10; PLK1 PBD inh: inconclusive; HEK293 tox: -9%; GLP-1R agonist: -2%

Results for CCc1nc(N2CCC(C)CC2)c2oc3ccccc3c2n1 ?
GLP1R inv ag: inconclusive; IL2 activator: -2.8; WRN inhibitor: -9%; DRD3 antagonist: -12; D3 ag: 15; PLK1 PBD inh: -3%; HEK293 tox: -34%; GLP-1R agonist: 25%

What do the screens show for `C#CCN1C(=O)C2C(C(=O)NC)C3C=CC2(O3)C1C(=O)NCc1ccc(OC)cc1` (stereo unspecified)?
GLP1R inv ag: -5%; IL2 activator: -1.5; PI5P4K alpha inh: -3; WRN inhibitor: -6%; DRD3 antagonist: -17; D3 ag: -5; PLK1 PBD inh: -9%; HEK293 tox: -5%; GLP-1R agonist: 0%

What do the screens show for `CCOC(=O)N1CCN(C(=O)c2ccc3c(=O)n(-c4ccc(OC)cc4)c(=S)[nH]c3c2)CC1`?
GLP1R inv ag: -3%; IL2 activator: -1.0; PI5P4K alpha inh: 1; WRN inhibitor: 10%[57.1 µM]; DRD3 antagonist: -2; D3 ag: -2; PLK1 PBD inh: -9%; HEK293 tox: 3%; GLP-1R agonist: 4%

How did Cc1ccc(NC(=O)CN2C(=O)NC3(CCc4ccccc43)C2=O)cc1S(=O)(=O)N1CCCCC1 (stereo unspecified) do in these assays?
GLP1R inv ag: inconclusive; IL2 activator: 2.7; PI5P4K alpha inh: -1; WRN inhibitor: -6%; DRD3 antagonist: -9; D3 ag: 4; PLK1 PBD inh: -8%; HEK293 tox: 2%; GLP-1R agonist: -1%

What do the screens show for `Cc1ccc(C(=O)N2CCC(Cc3ccccc3)CC2)cc1S(=O)(=O)N1CCOCC1`?
GLP1R inv ag: inconclusive; IL2 activator: -0.8; PI5P4K alpha inh: 2; WRN inhibitor: -11%; DRD3 antagonist: 12; D3 ag: 3; PLK1 PBD inh: -7%; HEK293 tox: 1%; GLP-1R agonist: 5%

Results for Nc1c(C(=O)N/N=C/c2ccc([N+](=O)[O-])cc2)cnn1-c1ccccc1 ?
GLP1R inv ag: 6%; IL2 activator: 0.8; PI5P4K alpha inh: -2; WRN inhibitor: -6%; DRD3 antagonist: 0; D3 ag: -2; PLK1 PBD inh: -5%; HEK293 tox: -7%; GLP-1R agonist: 4%

What do the screens show for `O=C(COc1coc(CN2CCc3ccccc32)cc1=O)NCCc1ccccc1`?
GLP1R inv ag: inconclusive; IL2 activator: 0.7; PI5P4K alpha inh: -19; WRN inhibitor: 0%; DRD3 antagonist: 24; D3 ag: 8; PLK1 PBD inh: -4%; HEK293 tox: -1%; GLP-1R agonist: -3%

What do the screens show for `CN(CCC#N)C(=O)COC(=O)c1cc(Cl)cc(Cl)c1N`?
GLP1R inv ag: 1%; IL2 activator: 0.0; PI5P4K alpha inh: -11; WRN inhibitor: 0%; DRD3 antagonist: 1; D3 ag: -2; PLK1 PBD inh: -11%; HEK293 tox: 15%; GLP-1R agonist: 7%

Results for O=C(NC1CCCC1)C1CC(=O)N(C2CCCCCCC2)C1 (stereo unspecified) ?
GLP1R inv ag: -1%; IL2 activator: -2.5; WRN inhibitor: -1%; DRD3 antagonist: -1; D3 ag: -1; PLK1 PBD inh: -6%; HEK293 tox: -4%; GLP-1R agonist: -4%
